Source: PubChem
TNF necrop inh: blocks TNF-alpha induced death of Jurkat FADD-/- cells | activation (protection from cell death), % at 10 µM | AID 463075 | Jurkat FADD-/- TNF necroptosis rescue, ATP luminescence, 24 h; 0 = TNF only, 100 = no-TNF cells | 0.068% of 220,000 active;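 active means activation, meaning protection from cell death, of at least 50% relative to plate controls; inactive means activation below 50%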;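 further: necroptosis triggered by 40 ng/mL TNF-alpha added together with compound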
PERK inhibitor: human PERK inhibition, primary cell-based screen. Q9NZJ5. CHO PERK-DD fusion, SEAP luminescence translation reporter. inhibition, % at 5.6 µM. 0.17% of 220,000 active;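 active means inhibition above the mean inhibition of all tested compounds plus 3 SD, set separately per screening campaign, cut at about 2.9% in these data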;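 further: PERK kinase domain activated by AP20187 dimerizer at 100 nM; 0% = DMSO with dimerizer and 100% = rapamycin at 8.4 µM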
Rad51 HR inh: blocks human Rad51 in homologous recombination; Q06609; hRad51 DNA strand exchange, fluorescence dequenching; inhibition, % at 10 µM; 0.085% of 200,000 active;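 active means inhibition above 40% at the single screening dose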;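 further: 0% = DMSO control wells and 100% = blanks with heterologous ssDNA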
Target sequence (Q06609 whole entry, looked up): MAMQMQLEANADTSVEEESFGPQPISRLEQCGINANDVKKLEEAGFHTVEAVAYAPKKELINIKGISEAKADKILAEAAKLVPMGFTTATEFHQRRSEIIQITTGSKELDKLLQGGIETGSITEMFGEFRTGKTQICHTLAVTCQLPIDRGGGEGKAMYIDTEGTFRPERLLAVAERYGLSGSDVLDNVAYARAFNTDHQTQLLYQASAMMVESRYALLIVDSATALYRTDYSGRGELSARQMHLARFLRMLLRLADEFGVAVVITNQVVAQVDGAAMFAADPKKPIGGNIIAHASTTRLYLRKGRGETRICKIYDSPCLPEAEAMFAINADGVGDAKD
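Assay system: Human Rad51 nucleoprotein filaments preassembled on unlabelled ssDNA | Reagent: Donor/quencher-labelled 47-bp dsDNA substrate | Doses: One concentration, 10 µM final | Times: 37 °C 15-min filament assembly, 30-min compound preincubation, 15-min exchange | Technique: Fluorescein emission 520 nm, excitation 485 nm | Benchmarks: Plate control and blank wells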
EBV gp42 inh: inhibitors of Epstein-Barr virus glycoprotein 42 | Q1HVG2 | inhibition, % (tested at 21.74 µM) | 0.42% of 220,000 active | Fluorescence polarization binding assay, mP read-out; in the data active means inhibition above about 50%
Target sequence (Q1HVG2 whole entry, looked up): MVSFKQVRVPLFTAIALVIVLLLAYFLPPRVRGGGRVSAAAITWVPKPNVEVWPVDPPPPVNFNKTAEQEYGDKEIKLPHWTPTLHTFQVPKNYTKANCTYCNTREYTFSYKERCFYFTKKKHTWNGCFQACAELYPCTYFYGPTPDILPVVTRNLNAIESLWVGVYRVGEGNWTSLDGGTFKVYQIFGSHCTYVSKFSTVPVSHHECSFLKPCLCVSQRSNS
MDM2 E3 inh: Mdm2 E3 ligase (human) inhibition | Q00987 | cell-based MDM2 ubiquitination luciferase reporter, 2 h; 0 = plate control, 100 = twice control, blank-subtracted | signal enhancement, % at 5 µM | 0.11% of 210,000 active;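 active means signal enhancement of 30% or more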;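 further: luminescence tracks abundance of the self-degrading MDM2-luciferase fusion protein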
Target sequence (Q00987 whole entry, looked up, the tested form may be a part): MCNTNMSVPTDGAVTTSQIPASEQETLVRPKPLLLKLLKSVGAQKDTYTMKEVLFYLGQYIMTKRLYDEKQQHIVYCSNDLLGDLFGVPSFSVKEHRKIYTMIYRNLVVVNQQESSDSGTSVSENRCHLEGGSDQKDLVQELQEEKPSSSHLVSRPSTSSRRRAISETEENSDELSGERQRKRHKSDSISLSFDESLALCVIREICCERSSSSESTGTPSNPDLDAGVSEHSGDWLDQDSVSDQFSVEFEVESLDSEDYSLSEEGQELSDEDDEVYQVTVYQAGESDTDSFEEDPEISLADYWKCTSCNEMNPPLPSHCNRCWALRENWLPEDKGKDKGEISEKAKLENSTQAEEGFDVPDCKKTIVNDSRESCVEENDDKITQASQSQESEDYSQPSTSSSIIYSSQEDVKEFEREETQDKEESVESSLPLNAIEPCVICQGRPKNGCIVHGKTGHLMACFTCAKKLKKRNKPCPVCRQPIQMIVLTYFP
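Material: stable MDM2–luciferase fusion reporter cells / Quantity: 2000 cells/well / Dosing: single 5 µM compound dose, 0.2% final DMSO / Buffer or medium: DMEM / Schedule: 4 h cell settling then 2 h compound exposure, 37 °C / Detection: luminescence with SteadyLite reagent, 15 min at room temperature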
m-calpain inh: inhibitors of pig calpain II | inhibition, % at 16 µM | 0.37% of 220,000 active | AID 1236 | purified calpain II, fluorogenic peptide substrate, 30 min;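 active means inhibition above about 50%, limit read from the data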
KCC2 mod: modulators of human KCC2 chloride dependent transport | B-score of Tl+ flux slope (higher = more flux/activation; lower = inhibition) at 10 µM | Q9H2X9 | AID 1456 | 2.2% of 190,000 active | KCC2 cells, thallium flux FluoZin-2 fluorescence;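 active means thallium flux slope and its plate-corrected score both differing from the plate sample mean at a set confidence after two filtering rounds, in either direction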;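 further: slope of fluorescence scaled to starting intensity during 10 to 20 s after thallium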
L929 necroptosis: L929 zVAD cell death inhibition; L929 zVAD necroptosis rescue, ATP luminescence, 24 h; with zVAD 60 µM; viability rescue, % at 10 µM; 0.38% of 220,000 active;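 active means activation, scaled between plate controls, above about 75%, limit read from the data; inactive means activation under that limit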;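 further: 0% = zVAD with DMSO and 100% = DMSO alone without zVAD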
eIF4E-4G inh: eIF4E/eIF4G interaction inhibition in translation initiation; inhibition, % at 21.7 µM; P63073+Q04637; TR-FRET eIF4E-eIF4GI(517-606) binding, 2 h; 0.37% of 220,000 active;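 active means inhibition above about 30%, limit read from the data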;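 further: 0% = full FRET control wells and 100% = background wells lacking eIF4GI fragment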
Active calls of the source: *; i = inactive; x = not tested or not shown; [ ] = another dose, or the depositor's remark.

Start of the listing, in advance, two compounds:
SMILES	TNF necrop inh	PERK inhibitor	Rad51 HR inh	EBV gp42 inh	MDM2 E3 inh	m-calpain inh	KCC2 mod	L929 necroptosis	eIF4E-4G inh
COc1cc(-c2nc3ccccn3c2/N=C/c2cccc(OC)c2O)ccc1O	-0.5	0.3	9	-13	-29	i	1.4	0.3	-1
COc1ccc(S(=O)(=O)N(CC(=O)N2CCOCC2)c2cc(Cl)ccc2OC)cc1OC	1.2	-0.1	2	-9	-8	-10	0.1	0.2	2

All compounds of this part, previewed entries included:
SMILES	TNF necrop inh	PERK inhibitor	Rad51 HR inh	EBV gp42 inh	MDM2 E3 inh	m-calpain inh	KCC2 mod	L929 necroptosis	eIF4E-4G inh
COc1cc(-c2nc3ccccn3c2/N=C/c2cccc(OC)c2O)ccc1O	-0.5	0.3	9	-13	-29	i	1.4	0.3	-1
COc1ccc(S(=O)(=O)N(CC(=O)N2CCOCC2)c2cc(Cl)ccc2OC)cc1OC	1.2	-0.1	2	-9	-8	-10	0.1	0.2	2
CCOc1cc(CNc2ccc(O)cc2)cc(Br)c1OCc1ccccc1F	-21	0.7	2	-11	-14	73*	x	1.3	0
C=CCOc1ccc(CNn2cn[nH]c2=S)cc1OCC	-1.5	1.0	0	0	-2	10	0.42	0.0	1[fluorescence artefact?]
O=C(C1=C[C@H](c2csc3ccccc23)C[C@H](OCCCCO)O1)N1CCOCC1	0.7	1.4	-6	-6	x	4	0.18	-0.4	2
CCc1ccc(Cn2nnc(C(=O)Nc3ccc(OC)cc3OC)c2N)cc1	0.2	0.6	5	-5	-16	-53	x	4.8	-4
CC(=O)c1cccc(NC(=O)C(C)N(C)CC(=O)Nc2ccc(Cl)cc2)c1 (stereo unspecified)	6.2	0.4	3	-5	-8	-2	-1.8	1.2	-1
CCN(CC)C(=O)CSc1nc2ccsc2c(=O)n1CCCC(=O)NCCc1ccc(S(N)(=O)=O)cc1	0.0	0.2	-13	4	-10	26	-0.069	0.9	-1
CN(CC(=O)N1CCN(c2ccccc2)CC1)S(=O)(=O)c1cnc[nH]1	-0.1	0.8	-8	-6	-11	6	0.66	0.2	2
Cc1nn(C)c(C(=O)NNC(=S)NCc2ccco2)c1Br	-0.3	1.7	x	-2	-2	29	0.11	-0.6	-1
COc1ccc(OCC(=O)N/N=C/C2CC=CCC2)cc1 (stereo unspecified)	0.8	0.4	-18	-11	-10	10	0.5	1.2	-3
CCOC(=O)c1c(NC(=O)c2noc(C)c2[N+](=O)[O-])sc(C(C)=O)c1C	-1.7	1.3	x	-3	7	21	-0.21	0.0	3
CC(CCc1ccccc1)NC(=O)COC(=O)C1=COCCO1 (stereo unspecified)	0.0	1.5	-2	-13	-2	-15	-1.2	0.8	-1[fluorescence artefact?]
CCOC(=O)c1ccccc1NC(=O)Cn1cnc2c(cnn2C(C)(C)C)c1=O	-0.1	1.1	-1	-1	7	-8	x	-0.5	2[fluorescence artefact?]
CC(=O)NCCNc1ccc([N+](=O)[O-])cc1C#N	-0.2	1.7	1	4	-6	11	1.2	-0.5	-4
Cc1ccc(NCc2n[nH]c(=S)n2Cc2ccccc2)cc1Cl	-0.2	1.1	2	3	7	-24	-0.73	-0.1	-1
CCOC(=O)c1ccc(-c2cccc(C(F)(F)F)c2)nc1C	-2.3	0.9	-1	0	-4	21	x	0.0	-4
CCOc1c(Br)cc(/C=N\NC(=O)c2ccccc2)cc1OC	2.3	-0.6	2	-5	-48	31	-0.86	1.6	-3
Cc1ccc(Oc2ncnc(N)c2[N+](=O)[O-])cc1C	0.7	1.3	9	-9	-6	-13	-1.9	0.3	-1
Cc1ccc(SCC(=O)Nc2ccc(-c3nnc(-c4ccco4)o3)cc2)cc1	1.9	1.4	1	0	-14	-54	x	2.0	-7
O=C(COC(=O)c1c2c(nc3ccccc13)CCCCC2)NCc1ccc2c(c1)OCO2	4.4	-0.7	20	5	5	34	0.0079	0.5	7
O=C(CSc1nc2ccc(Cl)cc2[nH]1)c1c[nH]c2ccccc12	4.6	-0.2	-8	-7	-5	-39	0.52	3.5	0
CCCCCCc1cc2cc(S(=O)(=O)c3ccc(F)c(Cl)c3)c(=O)oc2cc1O	-4.0	0.0	-2	-8	-13	-4	0.59	8.3	-4
Cc1c(N2C(=O)CSC2c2ccccc2)c(=O)n(-c2ccccc2)n1C (stereo unspecified)	-1.2	-0.4	2	3	-20	-5	0.54	-0.1	22
C=Cn1c(C(=O)O)ccc1-c1ccc(CC)cc1	2.6	-0.3	-11	-10	-26	-3	0.026	1.9	1

Shown as comma-separated lines: entries from further up.
SMILES,TNF necrop inh,PERK inhibitor,Rad51 HR inh,EBV gp42 inh,MDM2 E3 inh,m-calpain inh,KCC2 mod,L929 necroptosis,eIF4E-4G inh
CC(=O)c1cccc(NC(=O)C(C)N(C)CC(=O)Nc2ccc(Cl)cc2)c1 (stereo unspecified),6.2,0.4,3,-5,-8,-2,-1.8,1.2,-1
CCN(CC)C(=O)CSc1nc2ccsc2c(=O)n1CCCC(=O)NCCc1ccc(S(N)(=O)=O)cc1,0.0,0.2,-13,4,-10,26,-0.069,0.9,-1
CN(CC(=O)N1CCN(c2ccccc2)CC1)S(=O)(=O)c1cnc[nH]1,-0.1,0.8,-8,-6,-11,6,0.66,0.2,2
Cc1nn(C)c(C(=O)NNC(=S)NCc2ccco2)c1Br,-0.3,1.7,x,-2,-2,29,0.11,-0.6,-1
COc1ccc(OCC(=O)N/N=C/C2CC=CCC2)cc1 (stereo unspecified),0.8,0.4,-18,-11,-10,10,0.5,1.2,-3
CCOC(=O)c1c(NC(=O)c2noc(C)c2[N+](=O)[O-])sc(C(C)=O)c1C,-1.7,1.3,x,-3,7,21,-0.21,0.0,3

Additional results.
SMILES	TNF necrop inh	PERK inhibitor	Rad51 HR inh	EBV gp42 inh	MDM2 E3 inh	m-calpain inh	KCC2 mod	L929 necroptosis	eIF4E-4G inh
O=c1c2c([nH]c3ccccc13)CCCC2	-2.7	0.3	4	-22	-11	-6	-0.011	-0.2	-2
O=C1NC(c2ccc(-c3ccccc3[N+](=O)[O-])o2)C(C(=O)c2ccc(Cl)cc2)C(O)(C(F)(F)F)N1 (stereo unspecified)	-4.7	0.0	2	2	-11	-12	-0.28	1.7	5
COc1ccnc(CSC(N)=Nc2ccc(F)cc2)c1	-5.1	1.3	7	-4	3	-20	-1.1	-0.1	7
COc1ccccc1OCCC(=O)OCCN1C(=O)c2ccccc2C1=O	-0.6	-0.2	-6	5	-3	-13	-0.5	0.2	2[fluorescence artefact?]
CCn1nnc(-c2ccc(N)cc2)n1	0.1	0.8	-2	0	-15	24	0.77	1.7	7
CCCCOCC1CN(c2ccccc2)C(=O)CS1 (stereo unspecified)	-2.1	0.8	-2	-3	4	-60	0.11	0.0	-2
C=CCO/N=C(/C)c1ccc(Oc2cnccn2)cc1	-0.7	0.0	7	0	-11	-25	0.52	-0.5	0
CS(=O)(=O)c1ccc(Cl)c(NC(=O)CCc2ccccc2)c1	1.2	0.5	8	-9	-13	10	-1.9	2.4	-4
CCOC(=O)CCCCC(=O)c1[nH]c(=O)[nH]c1CSc1nc(-c2ccccc2)c(C#N)c(=O)[nH]1	-2.0	0.3	1	-18	14	-18	-0.049	-0.1	1
Cc1ccc(SCCN2C(=O)NC(C)(C)C2=O)cc1	-1.0	0.7	-4	-3	-10	6	0.018	-0.1	-6[fluorescence artefact?]
COc1ccc(S(=O)(=O)/N=C2/C=CC(=O)C(C)=C2C)cc1	-9.2	0.3	0	-26	-14	-47	0.38	5.5	20
Nc1cc(=O)[nH]c(SCC(=O)N2CCN(S(=O)(=O)c3ccc4ccccc4c3)CC2)n1	-0.3	0.8	8	-10	-12	-4	x	0.4	4
CCCCCCCCCCCCCCCCn1cc[n+](CC(C)=O)c1	-13	1.0	4	7	-11	54*	0.089	-0.9	68*
Cc1nc(-c2ccccc2)nc2[nH]ccc(=O)c12	-0.6	1.3	5	-1	0	-5	0.43	-0.3	10[fluorescence artefact?]
CCC(=O)Nc1ccc(C(=O)N/N=C/c2ccccc2[N+](=O)[O-])cc1	-1.7	1.8	-6	-20	17	8	0.83	0.3	-6
CCc1nnc(NC(=O)C2CCCN(S(=O)(=O)c3ccccc3)C2)s1 (stereo unspecified)	-0.8	-2.0	7	-18	-14	-16	x	-0.1	-6
Cc1ccc(-n2ncc3c(N4CCCC(C)C4)ncnc32)c(C)c1 (stereo unspecified)	-2.3	x	7	-19	-6	8	-0.22	-1.7	-21
CC1(C)CC2CC(C)(CN2C(=S)NC(=O)c2ccccc2Cl)C1 (stereo unspecified)	1.2	-0.3	1	-13	-10	1	55*	0.6	6[fluorescence artefact?]
Cc1ccc(S(=O)(=O)N2CCN(c3ccnc4cc(Cl)ccc34)CC2)cc1C	2.6	0.6	11	5	-5	-88	0.33	1.6	0
Cc1cccc(NC(=O)C2CCN(S(=O)(=O)c3c(C)nn(C)c3C)CC2)n1	1.3	0.1	-6	3	-13	-25	0.73	0.8	0[fluorescence artefact?]
Cc1ccccc1C(=O)Nc1ccccn1	-0.5	0.1	10	12	-11	-5	-0.16	-0.1	6
CNC(=O)CN(c1ccc(OC)cc1)S(=O)(=O)c1ccc(F)cc1	-2.5	0.6	11	-13	0	-6	x	0.0	-6[fluorescence artefact?]
c1ccc(-c2nc(NCCCN3CCOCC3)c3ccccc3n2)cc1	2.3	-0.8	-3	1	-5	-12	x	2.3	4[fluorescence artefact?]
O=C(NCC1CCCO1)c1ccc(CS(=O)(=O)c2ccc(Br)cc2)o1 (stereo unspecified)	-0.3	1.3	-6	-8	-7	-21	-0.021	1.5	-2[fluorescence artefact?]
O=C(NCC1CCCO1)C(c1cccnc1)N(C(=O)Cc1cccs1)c1cccnc1 (stereo unspecified)	-1.7	0.9	7	-2	4	5	0.46	-0.2	-5
Remaining list, next part.
SMILES	TNF necrop inh	PERK inhibitor	Rad51 HR inh	EBV gp42 inh	MDM2 E3 inh	m-calpain inh	KCC2 mod	L929 necroptosis	eIF4E-4G inh
CC(=O)Nc1cccc(/C(C)=N/NC(=O)c2cc(-c3ccncc3)nc3ccccc23)c1	3.4	0.0	7	-12	-5	6	-0.34	2.1	4
CCn1nnnc1SCC(=O)Nc1nc(-c2cccs2)cs1	0.5	0.0	-1	7	-6	8	-4.1*	0.1	-4
C=CCN1C(=O)C2(NNc3ccccc3O2)c2ccccc21 (stereo unspecified)	1.2	0.1	-40	18	2	23	0.95	-0.1	-10[fluorescence artefact?]
CC1=CC2=NC(=O)/C(=C\c3ccc(-c4ccc(Cl)cc4)o3)C(=N)N2O1	0.7	-0.1	x	-11	x	12	i	0.2	-1
O=C(NCc1ccncc1)c1ccc(Br)o1	2.0	1.5	-11	-2	-14	19	-0.083	1.8	-2
O=C1OCc2ccc(NS(=O)(=O)c3ccc(C(F)(F)F)cc3)cc21	0.6	1.8	x	-2	-1	5	-0.38	0.0	-9
COc1cc(OC)c(C(=O)OCC(=O)NCCc2ccccc2)cc1OC	1.1	-0.4	3	-4	-12	25	0.69	0.9	7
O=C(CSc1oc(-c2cccs2)nc1S(=O)(=O)c1ccccc1)NC1CCCCC1	0.5	-0.6	6	3	-4	-19	0.4	-0.5	0
